T cell HTS: T cell immune modulators affecting CD8 T cell-vesicle binding; 2C CD8+ T cell-vesicle binding, flow cytometry; stronger effect = lower value; 330,000 compounds, 0.068% hits; calls only at 7 µM; AID 2052;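 active means response, share of CD8 T cells binding vesicles, and their 90th percentile fluorescence all below set limits, cut at about 80% in these data, passing the limit was not always enough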
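Incubation: binding step 1.5 h, 37 °C, antibody labelling 20 min, ice; system: murine 2C transgenic CD8+ T lymphocytes; technique: cytometric PE anti-B7-1 and Alexa647 anti-CD8 signals after 1% paraformaldehyde fixation; also added: QL9-charged Drosophila Ld/ICAM-1/B7-1 vesicles; control set: naked versus QL9-loaded vesicles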
NTR1 ag: NTR1-driven beta-arrestin-GFP spot formation – imaging, U2OS cells, high content, primary screen (AID 493036); 330,000 compounds, 0.17% hits; P30989; agonist mode; activation, % at 20 µM;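 active means activation at or above 40% of the spot to cytoplasm intensity ratio, with at least 20 cells analyzed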;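 further: 0% = DMSO without peptide and 100% = 100 nM NTR1 peptide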
Target sequence (P30989 whole entry, looked up): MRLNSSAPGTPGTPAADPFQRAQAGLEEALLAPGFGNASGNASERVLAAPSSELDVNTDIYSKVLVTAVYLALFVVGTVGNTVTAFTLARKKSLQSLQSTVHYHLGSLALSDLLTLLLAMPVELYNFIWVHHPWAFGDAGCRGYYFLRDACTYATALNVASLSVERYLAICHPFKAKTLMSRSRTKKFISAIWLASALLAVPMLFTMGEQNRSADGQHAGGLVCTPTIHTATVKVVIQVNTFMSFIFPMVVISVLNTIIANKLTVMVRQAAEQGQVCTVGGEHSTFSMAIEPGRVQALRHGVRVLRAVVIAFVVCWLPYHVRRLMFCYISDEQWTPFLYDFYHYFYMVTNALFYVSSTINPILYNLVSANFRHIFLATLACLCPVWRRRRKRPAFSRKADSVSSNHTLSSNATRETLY
T cell HTS vesicle-bound %: also measured in T cell HTS; calls as there; double positive events, %; measured here: CD8+ vesicle-bound cell fraction;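 binding gate set so that unloaded-vesicle control wells show 10% double positive cells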
NTR1 ag cell count 20 µM: further read-out of NTR1 ag, marked with its call; cell count; measured here: cell count, cytotoxicity flag
An asterisk follows results filed as active; i = inactive; + = active, no number.

The line under a structure holds: T cell HTS	T cell HTS vesicle-bound %	NTR1 ag	NTR1 ag cell count 20 µM
CN(c1ccc(OCC(=O)Nc2ccccc2C(=O)O)cc1)S(=O)(=O)c1ccc(Cl)cc1
→ i	45	-0.2	51
CC1CCCN(C(=O)CN2C(=O)NC(C)(c3ccc4ccccc4c3)C2=O)C1 (stereo not drawn)
→ i	20	0.5	60
Cc1cccc(OCCNC(=O)CCNS(=O)(=O)c2ccc3ccccc3c2)c1
→ i	30	1.0	50
COc1cccc2c3c(c(=O)[nH]c12)CC(C)(C)O3
→ i	57	1.0	39
CC(C(=O)Nc1ccc(C#N)cc1)N1CCN(C(=O)C2CC2)CC1 (stereo not drawn)
→ i	41	1.2	53
Fc1ccc2cc(-c3ccccc3)ncc2c1
→ i	24	-0.4	67
COCc1c(C(=O)OCC(=O)N2CCCC2=O)oc2ccccc12
→ i	32	7.3	47
Cc1ccc(S(=O)(=O)N2CCCN(C)c3nc4ccccc4nc32)cc1
→ i	48	0.0	69
Cc1cn(C2OC(CC(=O)Oc3ccccc3)C(O)C2O)c(=O)[nH]c1=O (stereo not drawn)
→ i	54	0.6	63
Cc1ccccc1OCC(=O)Nc1ccccc1-c1ccccc1
→ i	21	12	56
CCOc1ccc(NC(=O)CN(C)C(=O)c2cc3c(s2)CCC(C)C3)cc1OCC (stereo not drawn)
→ i	16	1.3	81
Cc1cc(N(C)C)nc(Nc2ccccc2)n1
→ i	32	0.4	67
CC(C)(C)OC(=O)CNC(=O)c1[nH]cnc1C(=O)NCCCCCN
→ i	26	-1.0	57
O=C(C[C@H]1C/C=C\C[C@@H](Cc2ccc(F)cc2)C(=O)OC[C@H]2CCCN2C1=O)N[C@H](CO)Cc1ccccc1
→ i	22	0.1	62
COc1ccc(S(=O)(=O)N2CCN(c3nc(-c4cccnc4)nc4ccccc34)CC2)cc1
→ i	17	3.2	50
CCN(C(=O)CSc1nnc(-c2ccco2)n1C)c1c(N)n(Cc2ccccc2)c(=O)[nH]c1=O
→ i	42	-0.9	64
COc1ccc(C(=O)O)cc1S(=O)(=O)NCc1ccncc1
→ i	54	1.9	47
CCCCN(C(=O)CSc1ncnc2sccc12)c1c(N)n(Cc2ccccc2)c(=O)[nH]c1=O
→ i	4	-1.4	50
Cc1ccc(-c2cc(C(=O)N/N=C/c3cccnc3)c3ccccc3n2)cc1C
→ i	40	9.2	52
C/C(=N\NC(=O)CN1CCCCC1)c1cccc([N+](=O)[O-])c1
→ i	32	-1.2	25
C/C=C(\C)C(=O)O[C@@H]([C@H](O)c1cc2ccc(=O)oc2cc1OC)C(C)(C)O
→ i	34	-1.1	61
O=C(CSc1ccccc1C(=O)N1CCN(c2ccccc2)CC1)N1CCCC1
→ i	30	-0.7	66
CC(C)(C)OC(=O)C[C@H]1C/C=C\C[C@H](CC(=O)N(CCO)Cc2ccccc2)C(=O)N2CCC[C@H]2COC1=O
→ i	33	-1.3	53
COc1ccccc1OCCC(=O)Nc1cccc(S(=O)(=O)N2CCOCC2)c1
→ i	37	2.6	54
O=c1[nH]c(Sc2ccc([N+](=O)[O-])cc2[N+](=O)[O-])nc2ccccc12
→ i	28	14	54
Cc1c(C(=O)NC2CC2)oc2ccccc12
→ i	28	-1.9	70
Cc1cccc(C)c1OCC(O)CN1CCc2ccccc2C1 (stereo not drawn)
→ i	21	3.2	40
COc1cc(C(=O)N2CCN(S(=O)(=O)c3ccc(C)cc3C)CC2)ccc1OCC(=O)N1CCOCC1
→ i	42	0.9	82
Nc1c(N(Cc2ccco2)C(=O)c2cccc(F)c2)c(=O)[nH]c(=O)n1Cc1ccccc1
→ i	30	-2.7	61
Cc1ccc(CN2CC(C(=O)NNC(=O)Cn3ccc(C(F)(F)F)n3)CC2=O)cc1 (stereo not drawn)
→ i	44	2.9	61

Some of the entries so far, as tab-separated lines:
mol	T cell HTS	T cell HTS vesicle-bound %	NTR1 ag	NTR1 ag cell count 20 µM
CCN(C(=O)CSc1nnc(-c2ccco2)n1C)c1c(N)n(Cc2ccccc2)c(=O)[nH]c1=O	i	42	-0.9	64
COc1ccc(C(=O)O)cc1S(=O)(=O)NCc1ccncc1	i	54	1.9	47
CCCCN(C(=O)CSc1ncnc2sccc12)c1c(N)n(Cc2ccccc2)c(=O)[nH]c1=O	i	4	-1.4	50
Cc1ccc(-c2cc(C(=O)N/N=C/c3cccnc3)c3ccccc3n2)cc1C	i	40	9.2	52
C/C(=N\NC(=O)CN1CCCCC1)c1cccc([N+](=O)[O-])c1	i	32	-1.2	25
C/C=C(\C)C(=O)O[C@@H]([C@H](O)c1cc2ccc(=O)oc2cc1OC)C(C)(C)O	i	34	-1.1	61
O=C(CSc1ccccc1C(=O)N1CCN(c2ccccc2)CC1)N1CCCC1	i	30	-0.7	66
CC(C)(C)OC(=O)C[C@H]1C/C=C\C[C@H](CC(=O)N(CCO)Cc2ccccc2)C(=O)N2CCC[C@H]2COC1=O	i	33	-1.3	53
COc1ccccc1OCCC(=O)Nc1cccc(S(=O)(=O)N2CCOCC2)c1	i	37	2.6	54
O=c1[nH]c(Sc2ccc([N+](=O)[O-])cc2[N+](=O)[O-])nc2ccccc12	i	28	14	54
Cc1c(C(=O)NC2CC2)oc2ccccc12	i	28	-1.9	70
Cc1cccc(C)c1OCC(O)CN1CCc2ccccc2C1 (stereo not drawn)	i	21	3.2	40

New compounds follow:
The line under a structure holds: T cell HTS	T cell HTS vesicle-bound %	NTR1 ag	NTR1 ag cell count 20 µM
C[C@H](CO)N1C[C@H](C)[C@@H](CN(C)C(=O)Nc2ccccc2)Oc2ccc(NC(=O)Cc3ccccc3)cc2C1=O
→ i	16	1.1	56
CC(Sc1nccn1C)C(=O)NC1(C#N)CCCCC1 (stereo not drawn)
→ i	18	-2.1	49
O=C(NNC(=O)c1ccccc1F)c1ccc(S(=O)(=O)N2CCCCC2)cc1
→ i	24	3.8	62
O=C(Nc1cc(S(=O)(=O)N2CCOCC2)ccc1Cl)c1ccncc1
→ i	16	-0.5	65
COc1cccc2sc3cc(C#CC4(O)CCCCC4)ccc3c(=O)c12
→ i	12	34	54
CC(C)C(NC(=O)C1CC(=O)N(Cc2ccccc2)C1)c1nc2ccccc2[nH]1 (stereo not drawn)
→ i	52	1.2	55
c1nc(CCO[C@H]2CCCCO2)cc2cc3c(cc12)OCO3
→ i	49	0.3	61
CCCCNc1c(-c2ccc(OC)c(SC(C)CC)c2)nc2ccc(Cl)cn12 (stereo not drawn)
→ i	5	3.8	67
Cc1ccc(F)cc1NC(=O)COC(=O)c1ccc2ncsc2c1
→ i	41	0.4	86
CC(=O)c1cccc(NC(=O)CN2C(=O)C(=O)N(Cc3ccco3)C2=O)c1
→ i	37	0.6	98
Cc1ccccc1OCC(=O)NNC(=O)Cn1[nH]c(=O)c2ccccc2c1=O
→ i	36	5.0	58
CCC(=O)N(c1nnc(SCC(=O)NN2C(=O)NC3(CCCCC3)C2=O)s1)C1CC1
→ i	32	0.0	69
O=C(NC(=S)NCc1ccco1)c1ccc([N+](=O)[O-])cc1
→ i	54	5.9	60
COc1cc(OC)cc(-c2c(-c3ccc(F)cc3)c3cc(Br)ccc3n2C)c1
→ i	56	6.4	49
COC(=O)C(C)Oc1cc(C)ccc1COc1ccc(-n2nc(C)n(C(F)F)c2=O)cc1 (stereo not drawn)
→ i	5	2.5	53
O=C(CN1C(=O)NC2(CCCCC2)C1=O)Nc1cccc2ncccc12
→ i	12	-0.8	64
Oc1ccc[n+](CC(O)c2ccccc2)c1 (stereo not drawn)
→ i	29	1.2	84
O=C(C1=C(O)C(=O)N(c2nc3ccc(Cl)cc3s2)C1c1ccco1)c1ccco1 (stereo not drawn)
→ i	36	-1.7	104
COc1cc(C(=O)OCC(=O)N2CCCCCC2)c([N+](=O)[O-])cc1OC
→ i	43	1.2	65
CN1CCC(N(C)C(=O)c2ccc(Cl)c(S(=O)(=O)N3CCc4ccccc43)c2)CC1
→ i	40	-1.0	61
NC(=O)CSc1nc2cc(S(=O)(=O)N3CCOCC3)ccc2o1
→ i	44	3.1	56
O=C1CCCC/C=C\C[C@H](CC(=O)N(CCO)Cc2ccccc2)C(=O)N[C@@H](c2ccccc2)CO1
→ +	2.1*	0.3	64
Cc1nn(CC(=O)NC2CC2)c(C)c1S(=O)(=O)NC(C)(C)C
→ i	55	0.3	68
O=C(COC(=O)/C=C/c1ccc(Cl)c(Cl)c1)NC1CC1
→ i	45	-1.3	53
Cn1c(N)c(C(=O)COC(=O)c2ccc(F)cc2Cl)c(=O)n(C)c1=O
→ i	28	1.4	65
CCCCn1c(N)c(N(C)C(=O)c2ccc(Br)o2)c(=O)[nH]c1=O
→ i	10	0.4	55
COc1cc2c(cc1OC)C(c1cc(Br)ccc1O)N(C(C)=O)CC2 (stereo not drawn)
→ i	32	0.8	51
Cc1ccc([C@H]2C(C(=O)O)=CC[C@@H](c3ccc(C)cc3)N2S(=O)(=O)c2ccccc2C)cc1
→ i	10	4.4	58
COc1ccc(OC)c(/C=C/C(=O)N(C)CC(=O)Nc2ccc(N3CCOCC3)cc2)c1
→ i	16	0.7	46
CCC(=O)N(c1nnc(SCC(=O)c2ccc[nH]2)s1)C1CC1
→ i	22	1.7	66
CCOC(=O)COc1ccccc1/C=N/Nc1nnc2c3ccccc3n(C)c2n1
→ i	25	-0.9	47
O=C(C[C@@H]1C/C=C\C[C@H](NC(=O)OCC2c3ccccc3-c3ccccc32)C(=O)OC[C@H]2CCCN2C1=O)NCCO
→ i	4	-1.5	74
O=c1oc(CCCO)cc2ccc(Br)cc12
→ i	21	-1.8	54
Cc1ccc(C(=O)NCC(=O)Nc2ccc(Cl)cc2)s1
→ i	44	4.2	56
O=C(CN1C(=O)c2ccccc2C1=O)OCc1nc2ccsc2c(=O)[nH]1
→ i	29	-1.9	67
O=C(NCC(c1ccco1)N1CCCCC1)c1ccc(S(=O)(=O)Nc2ccccc2Cl)cc1 (stereo not drawn)
→ i	27	-1.3	43
COc1ccc(C2CC(c3ccccc3O)=NN2c2ccccc2)cc1 (stereo not drawn)
→ i	29	1.0	42
CCOC(=O)[C@H]1[C@H]2COc3cc(OC)ccc3[C@@H]2N2C(=O)CN(Cc3ccccc3)C(=O)[C@@]12C
→ i	31	-1.2	50
CNC[C@H]1Oc2c(NS(=O)(=O)c3ccc(OC)cc3)cccc2C(=O)N([C@H](C)CO)C[C@H]1C
→ i	10	4.7	48
CSCCC(C(=O)N(C)CC(=O)Nc1cccc(F)c1)N1C(=O)c2ccccc2C1=O (stereo not drawn)
→ i	36	2.4	64
Cc1cccc(C(=O)Nc2scc(-c3ccc(Br)cc3)c2C(=O)O)c1
→ i	56	0.7	53
CN(CC(=O)Nc1ccccc1Br)C(=O)c1cc(Cl)nc2ccccc12
→ i	39	0.9	42
CC(c1nnc(SCC(=O)N(C)C2CCS(=O)(=O)C2)n1-c1ccccc1)N(C)C (stereo not drawn)
→ i	65	-3.2	42
C[C@H]1CCC[C@]2(CC(=O)c3cc(F)ccc3O2)C1
→ i	22	1.7	96
O=C(CCNS(=O)(=O)c1ccccc1C(F)(F)F)N1CCCCCCC1
→ i	41	0.5	49
Cc1ccc(C(=O)N2CCN(S(=O)(=O)c3sc(C(=O)O)c(C)c3C(=O)O)CC2)s1
→ i	18	-1.9	71
O=C(CN1C(=O)NC2(CCCC2)C1=O)OCc1cccc(Br)c1
→ i	54	-0.1	61
Cc1nnc(SCC(=O)NCC2COc3ccccc3O2)s1 (stereo not drawn)
→ i	18	5.8	71
CC(Sc1nncn1C)C(=O)Nc1ccc(N2CCCCC2)cc1 (stereo not drawn)
→ i	40	-0.8	51
CC[C@@H]1C=C(C(=O)O)[C@H](c2ccc3c(c2)OCO3)N1S(=O)(=O)c1ccc(C)cc1
→ i	20	1.2	53
CC(NC(C)c1ccccc1Cl)C(=O)Nc1cccc(S(=O)(=O)N2CCCCC2)c1 (stereo not drawn)
→ i	36	-0.9	97
CCOC(=O)[C@H]1[C@H]2COc3ccc(OC)cc3[C@@H]2N2C(=O)CN(C)C(=O)[C@@]12C
→ i	46	1.9	48
CC(=O)c1ccc(NC(=O)C2CC2c2ccccc2)cc1 (stereo not drawn)
→ i	44	0.2	51
CC(C)(C)OC(=O)C[C@@H]1C/C=C\C[C@H](CC(=O)N(CCO)Cc2ccccc2)C(=O)N[C@H](C(C)(C)C)COC1=O
→ i	15	0.2	66
CN(C)S(=O)(=O)c1cccc(NC(=O)COc2ccc3ccccc3c2)c1
→ i	30	0.9	96
CCOc1ccc(CCNC(=O)CN2C(=O)NC3(CCCCCC3)C2=O)cc1OCC
→ i	44	-1.6	54
COc1ccccc1NC(=O)COC(=O)C1CC(=O)N(c2ccc3c(c2)OCCO3)C1 (stereo not drawn)
→ i	36	-0.8	58
O=C(COC(=O)c1ccc(Br)o1)Nc1ccc2[nH]c(=O)[nH]c2c1
→ i	40	0.4	62
COC1=CC(=O)c2ccccc2C1=O
→ i	12	-0.6	54
CCOc1ccc(C(=O)OCC(=O)N(Cc2ccccc2)Cc2ccccc2)cc1OC
→ i	28	2.4	62
O=C(c1ccc(Cl)nc1)N1CCN(S(=O)(=O)c2ccc3c(c2)OCCO3)CC1
→ i	18	0.2	82

This is a subset; count on the stated rates, not on these rows.
